mcGAS inh: cyclic GMP-AMP synthase inhibitors, mouse, primary biochemical chemiluminescence; AID 1259399, 2018; Q8C6L5; 160,000 compounds, 0.15% hits; inhibition, % at 12.5 µM; recombinant cGAS, Kinase-Glo ATP depletion luminescence;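 further: 0% = negative control wells and 100% = reference inhibitor with no enzyme activity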
NPYLR7 agonist: agonists of mosquito NPYLR7 receptor, primary screen, cell-based, Aedes aegypti, calcium fluorescence, mosquito biting behavior. Aedes aegypti neuropeptide Y-like receptor 7 (NPYLR7). HEK293T NPYLR7/Galpha15, GCaMP6s calcium fluorescence. 270,000 compounds, 0.15% hits. AID 1259423, 2018. activation, % at 10 µM; in the data active means activation above about 40%;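 further: 0% = vehicle and 100% = reference agonist at the receptor; some compounds past the cut are filed as inactive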
hcGAS inh: Primary biochemical luminescence assay for human cyclic GMP-AMP synthase inhibitors. Q8N884. inhibition, % at 12.5 µM. recombinant h-cGAS, ATP depletion, Kinase-Glo luminescence. 290,000 compounds, 0.081% hits;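 further: 0% = vehicle reaction and 100% = reaction without DNA for no activity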
Target sequence (Q8N884 whole entry, looked up): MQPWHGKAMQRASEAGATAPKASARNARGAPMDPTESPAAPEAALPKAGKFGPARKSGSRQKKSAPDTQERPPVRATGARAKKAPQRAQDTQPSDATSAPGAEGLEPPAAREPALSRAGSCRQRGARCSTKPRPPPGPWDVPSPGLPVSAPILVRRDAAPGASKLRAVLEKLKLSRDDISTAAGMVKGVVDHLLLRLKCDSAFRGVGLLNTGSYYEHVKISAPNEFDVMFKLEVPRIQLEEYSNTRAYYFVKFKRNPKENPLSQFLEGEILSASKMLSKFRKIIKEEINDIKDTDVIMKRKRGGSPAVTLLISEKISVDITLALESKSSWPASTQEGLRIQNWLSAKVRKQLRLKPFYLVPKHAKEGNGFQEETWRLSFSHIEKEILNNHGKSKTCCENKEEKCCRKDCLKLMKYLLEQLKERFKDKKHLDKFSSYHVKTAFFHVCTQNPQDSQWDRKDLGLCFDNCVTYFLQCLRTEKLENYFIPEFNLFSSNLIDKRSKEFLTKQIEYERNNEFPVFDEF
The depositor's hits bear a star; nt = no result given; & = joins results of further samples. Unless noted, no stated cut-off is given here; in the data, active means inhibition above about 40%; inactive means the rest.

SMILES	mcGAS inh	NPYLR7 agonist	hcGAS inh
CC(Oc1ccccc1)c1nn2c(-c3cccnc3)nnc2s1 (stereo not given)	-8	0	-4
O=S(=O)(c1ccc(Cl)cc1)n1nnc2ccccc21	-2	10	-7
CCOc1cc2c(c([N+](=O)[O-])c1)NC(c1ccccc1)C1CC=CC21 (stereo not given)	nt	-13	-3
C=CCN(CC=C)C(=O)CC1C(=O)NCCN1Cc1ccc(OC)c(C)c1 (stereo not given)	nt	15	-7
C[C@H]1C(=O)N(CC(=O)Nc2ccc3ncsc3c2)C[C@@H]2N(CC3CC3)CCC(=O)N21	-3	-2	-2
O=C(c1cc(Cn2ccc3ccccc32)[nH]n1)N1[C@@H]2CC[C@H]1CC(O)C2 (stereo not given in full)	nt	-1	-3
O=C(NCCn1nc(-c2ccc(Cl)cc2)ccc1=O)c1ccccc1	-9	-1	-5
CCCCNC(=O)NC(C)c1nnc(SCc2ccccc2C)n1-c1ccc(C)cc1 (stereo not given)	-5	-3	-7
O=S1(=O)CCC(NC(=S)Nc2ccccn2)C1 (stereo not given)	nt	2	-12
CCOC(=O)c1ccc2c(c1)nc(SCc1cc(Cl)ccc1F)n2Cc1ccccc1	-3	2	2
O=C(CSC12CC3CC(CC(C3)C1)C2)N1CC[C@H]2CC[C@@H](C1)N2	-10	nt	-5
O=C(Nc1scnc1-c1ccccc1)C1C2CCCC21 (stereo not given)	-12	-18&1	-10&-6
C=CCn1c(Cl)c(/C=N\NC(=O)c2ccccc2)sc1=O	-7	0	-5
COCC(=O)N1CCC2(CC1)NC(=O)c1ccc(Cl)cc1N2	-5	2	-7
COCc1c(Br)c(C)nc(OCC(=O)N/N=C\c2ccc(-c3ccc(C)cc3[N+](=O)[O-])o2)c1C#N	-7	21	-6
CCOc1ncccc1-c1ccc2nc(C(C)O)[nH]c2c1 (stereo not given)	nt	-1	-10
O=c1[nH]nc(Sc2ncc([N+](=O)[O-])s2)n1-c1ccc2c(c1)OCCO2	nt	-17	-2
CN(Cc1ccc(Cl)s1)C(=O)CSc1nnc(C2CC2)n1C1CC1	nt	-2	1
CCOc1ccc(NC(=O)C(=O)Nc2ccc(C)cc2[N+](=O)[O-])cc1	nt	-5	6
Oc1ccccc1/C=C/c1noc(-c2ccccc2O)n1	-2	15	7
CN(C(=O)C1CC1c1cccc(F)c1F)c1ccc(C(N)=O)cc1 (stereo not given)	nt	-1	-11
Cc1cccc(OCc2nnc(NC(=O)C(F)(F)F)s2)c1C	0	-2	0
COCCOC(=O)C1=C(C)N(C)C(=S)NC1c1ccc(NC(=O)c2cccs2)cc1 (stereo not given)	1	4	4
O=C(Nc1nnc([C@H]2C[C@H](O)[C@@H](CO)O2)s1)NC1CCCCC1	-5	-2	-5
O=C(CC1Nc2cccc3cccc(c23)NC1=O)Nc1ccccc1F (stereo not given)	nt	1	2

Reformatted with values under each structure: part of the list above
Below each compound – mcGAS inh | NPYLR7 agonist | hcGAS inh
> C=CCn1c(Cl)c(/C=N\NC(=O)c2ccccc2)sc1=O
→ -7 | 0 | -5
> CCOc1ncccc1-c1ccc2nc(C(C)O)[nH]c2c1 (stereo not given)
→ nt | -1 | -10
> COCC(=O)N1CCC2(CC1)NC(=O)c1ccc(Cl)cc1N2
→ -5 | 2 | -7
> O=C(CC1Nc2cccc3cccc(c23)NC1=O)Nc1ccccc1F (stereo not given)
→ nt | 1 | 2

(further entries)
SMILES	mcGAS inh	NPYLR7 agonist	hcGAS inh
CCOc1ccccc1/C=C1\N=C(c2cccc(C)c2)OC1=O	nt	-2	-3
CCCNC(=O)Cn1cc(OC)c(=O)cc1CSc1nnnn1C	-8	-2	-8
C=C(C)Cn1c(SCC(=O)N/N=C\c2cc(OC)c(OC)c(OC)c2)nnc1-c1ccc([N+](=O)[O-])cc1	nt	-6	1
COc1ccc(C2CC(c3ccccc3F)=NN2C(=O)CN2CCc3ccccc3C2)c(OC)c1 (stereo not given)	0	-7	-2
CCCCn1c(=O)c2c(nc3n2CCCN3c2ccccc2)n(C)c1=O	-4	2	-2
O=C(Nc1cccc(C2SCC(=O)N2c2ccc3c(c2)OCO3)c1)c1ccc(F)cc1 (stereo not given)	-2	5	1
COC(=O)C1=C(C)N=c2sc(=Cc3ccc(C)o3)c(=O)n2C1c1cccs1 (stereo not given)	-1	-1	-2
CC1CC(C)CN(S(=O)(=O)NCc2nccs2)C1 (stereo not given)	nt	5	-5
CCc1nnnn1Cc1csc(N(C)C(C)=O)n1	nt	0	2
Cc1cc(C)cc(-c2ccc(-n3cncc3C(=O)NCc3ccc(F)c(F)c3)cc2)c1	-7	-2	-6
Cc1ccccc1-c1nnc(NC(=O)c2ccccc2F)s1	-2	-6	2
CCOC(=O)OC(C)OC1=C(C(=O)Nc2ccccn2)N(C)S(=O)(=O)c2ccccc21 (stereo not given)	nt	2&-2	-2&-3
Cc1ccc(C(=O)NCCC2=CCCN(C3C=CCCC3)C2)cc1F (stereo not given)	-10	1	-2
CCOc1ccc(-c2ccc(=O)n(CCNC(=O)C(C)Oc3ccccc3F)n2)cc1 (stereo not given)	-9	3	-3
CN1CCN(Cc2cnn(C)c2C2CC2)CC12CCN(C(=O)C1CC1)CC2	nt	2	3
O=C(NCCc1ccc(Cl)cc1Cl)c1ccc(CSc2nc(Cl)cc(N3CCN(Cc4ccccc4)CC3)n2)cc1	-5	nt	-8
CCOC(=O)Cn1c(=NC(=O)c2ccccc2[N+](=O)[O-])sc2cc3c(cc21)OCO3	-6	0	0
Clc1ccc(Oc2cc(N3CCCC3)ncn2)cc1	-9	-11	-6
COc1cc(C)c(NS(=O)(=O)c2cc3c(cc2C)OCC(=O)N3)c(C)c1	nt	-6	-3
CC1CCN(Cc2nnnn2CC(=O)N(Cc2nccn2C)C(C)C)CC1	nt	4	-8
O=S(=O)(C1CC1)N1CCC(OC2CCN(Cc3ccccc3)CC2)CC1	-2	nt	3
CCCc1nnc2c(C(=O)NC3CCN(C(=O)OCC)CC3)cccn12	-3	-7	-3
CC1(C(=O)Nc2ccc3nc[nH]c3c2)CCN1C(=O)CCc1ccccc1 (stereo not given)	-3	2	-4
COc1cc(S(=O)(=O)n2cc(C)nc2-c2ccccc2)c(C)cc1C	nt	1	-7
Cn1c(=O)[nH]c(=O)c2c1nc(CN1CCOCC1)n2CC(N)=O	-9	0	-5

Individual results from the results shown.
Reading of COc1cc(C)c(NS(=O)(=O)c2cc3c(cc2C)OCC(=O)N3)c(C)c1 under hcGAS inh: -3
Reading of O=C(Nc1cccc(C2SCC(=O)N2c2ccc3c(c2)OCO3)c1)c1ccc(F)cc1 (stereo not given) under mcGAS inh: -2
Reading of CC1CCN(Cc2nnnn2CC(=O)N(Cc2nccn2C)C(C)C)CC1 under NPYLR7 agonist: 4
Reading of CC1CC(C)CN(S(=O)(=O)NCc2nccs2)C1 (stereo not given) under hcGAS inh: -5

Next structures follow:
SMILES	mcGAS inh	NPYLR7 agonist	hcGAS inh
Cc1cccc(S(=O)(=O)NC(=O)C2(C)CCN2C(=O)Cc2ccccc2Cl)c1 (stereo not given)	nt	5	-8
CCCc1nc(N[C@H]2CCc3ccccc32)c2cnn(C)c2n1	nt	0	-7
CN(Cc1cn[nH]c1-c1ccc(F)cc1)C(=O)c1cnc2ccccc2n1	nt	2	-4
O=C(CN1C(=O)C2C3CCC(C3)C2C1=O)N1CCN(Cc2ccccc2)CC1 (stereo not given)	-4	9	-3
Cc1ccc(Cn2nnc3c(SCc4ccc([N+](=O)[O-])cc4)ncnc32)cc1	-5	3	-5
COc1ccc(-c2cn(-c3ccccc3)c3[n+]2CCCS3)cc1	-7	3	-6
Cc1cc(=O)[nH]c(-n2nc(-c3cccs3)cc2NC(=O)CCC2CCCCC2)n1	nt	-1	0
CC(C)(C)Nc1c(C2CCCCC2)nc2ccc(Br)cn12	-7	21	-5
N#Cc1c(N)nc(-c2ccccc2)nc1C(F)(F)F	nt	1	-6
O=C(CSc1nnc(-c2ccc3c(c2)OCO3)o1)c1ccc2c(c1)OCCO2	nt	33	-12
CCOc1cccc(/C=N\NC(=O)CSc2nnc(-c3ccc(Cl)cc3)n2-c2ccccc2)c1O	-8	-5	-1
O=C(NCCC(=O)N1CCOC(COCc2cccc(C(F)(F)F)c2)C1)OCc1ccccc1 (stereo not given)	nt	-5	-2
FC(F)(F)c1cc(-c2ccco2)nc(N2CCCCC2)n1	nt	-1	1
Cc1ccc(-c2[nH]ncc2CN2CCCC2c2nccs2)cc1C (stereo not given)	nt	1	2
O=C(C1=C(O)C(=O)N(CCCn2ccnc2)C1c1ccc(F)cc1)c1ccco1 (stereo not given)	0	-1	1
COc1ccc(CNC(=O)CCC(=O)N2CCc3ccccc3C2)c(OC)c1	nt	-5	-3
CCCc1[nH]n(-c2ccc(Cl)cc2)c(=O)c1C1=C([n+]2ccccc2)C(=O)N(CCC)C1=O	-12	-6	-14
CCOC1CC(NCc2cccc(O)c2)C12CCCCC2 (stereo not given)	nt	3	-4
CCc1ccc(C(=O)NC(C)Cc2cc(C)nn2-c2ccccc2)o1 (stereo not given)	nt	1	2
COCC(=O)N1CCCC(N(C)CCc2ccc(OC)c(OC)c2)C1 (stereo not given)	nt	2	-14
COc1cccc(-c2ccccc2NC(=O)C2CCN(C/C(C)=C/c3ccccc3)CC2)c1	-10	10	-8
CCC(C(=O)NCC1CCCCN1Cc1ccccc1)N(CC)CC (stereo not given)	nt	3	-9
CC1(C(=O)NCc2ccccn2)CCN1CCc1ccccc1 (stereo not given)	nt	-6	1
Cc1ccc(NC(=O)N2CCCC2C(=O)Nc2nnc(-c3ccc(F)cc3)s2)cc1Cl (stereo not given)	-2	-2	4
Cc1cccc2c1N1C(=O)c3c(C(=O)O)cccc3C1CC2C (stereo not given)	nt	-5	-5

Compound profiles, as listed above. Order of screens: mcGAS inh, NPYLR7 agonist, hcGAS inh
Profile of `COc1ccc(-c2cn(-c3ccccc3)c3[n+]2CCCS3)cc1` : -7, 3, -6
Profile of `Cc1cccc(S(=O)(=O)NC(=O)C2(C)CCN2C(=O)Cc2ccccc2Cl)c1` (stereo not given) : nt, 5, -8
Profile of `CC1(C(=O)NCc2ccccn2)CCN1CCc1ccccc1` (stereo not given) : nt, -6, 1
Profile of `Cc1ccc(NC(=O)N2CCCC2C(=O)Nc2nnc(-c3ccc(F)cc3)s2)cc1Cl` (stereo not given) : -2, -2, 4

Continuation.
SMILES	mcGAS inh	NPYLR7 agonist	hcGAS inh
Cc1ccc2cccc(OCCCOc3ccc(C)c(C)c3)c2n1	nt	-2	-7
O=C(NCCN1CCc2ccccc21)c1cn(CCC2CCCCN2)nn1 (stereo not given)	nt	1	-2
O=C(Cn1c(=O)oc2ccccc21)N1CCC2(CC1)C(=O)Nc1ccccc12	nt	17	-5
CC(C)(C)CC(=O)N1CC(=O)N(Cc2ccccc2)CC(O)C1 (stereo not given)	-7	3	-8
Clc1ccc(-n2cccc2CN2CCCC(Nc3ccc4c(c3)OCO4)C2)nc1 (stereo not given)	nt	11	-7
CC(C)S(=O)(=O)Oc1ccc(CN(CC2CCCO2)C(=O)c2ccccc2F)cc1 (stereo not given)	-4	-1	1
COc1ccc(-c2ccc(CCC(=O)NCc3ncccc3C)n2-c2ccc(SC)cc2)cc1	-8	1	-11
c1cc2c(cc1CN1CCN(C3CCCN(C4CCSCC4)C3)CC1)OCO2 (stereo not given)	-10	6	-5
Cc1c(O)cccc1C(=O)N1CCc2c(nc(-c3cccnc3)[nH]c2=O)C1	nt	5	-6
CCOC(=O)C1CCCN(C(=O)c2ccc(Nc3c(Oc4cccc(C)c4C)cnn(-c4ccccc4)c3=O)cc2)C1 (stereo not given)	-7	9	-9
COC(=O)c1ccccc1NC(=O)Cn1nc([N+](=O)[O-])c(Cl)c1C	nt	13	2
CCOC(=O)c1nn(-c2ccccc2)c(=O)cc1N1CCN(c2ccc(OC)cc2)CC1	nt	6	-2
COc1ccccc1-c1cc(CN2CCN(S(=O)(=O)c3ccc(F)c(Cl)c3)CC2)on1	nt	5	-9
CCN(C1CCN(c2ccccc2)C1=O)S(=O)(=O)C(C)COC (stereo not given)	nt	5	-2
OC1(c2ccc(OC(F)F)cc2)CSC(=Nc2cccnc2)N1C1CC1 (stereo not given)	-4	3	3
CNc1nc(Cl)nc(Oc2ccc(=O)n(C)n2)n1	nt	-4	8
COC(=O)C1CN(C(=O)Nc2cccnc2)c2ccccc21 (stereo not given)	nt	16	-6
COc1ccc2c(-c3cc4cc(Cl)ccc4o3)cc(=O)oc2c1	-7	5	-7
Cc1ccsc1C(O)c1nnc(Nc2ccccc2)s1 (stereo not given)	-5	0	-6
Cc1cc(NC(=O)C(C)SCc2ccc(F)c3cccnc23)on1 (stereo not given)	nt	4	-8
O=C(NCCCC(=O)N1CCN(Cc2cccc(-c3noc(-c4cccnc4)n3)c2)CC1)OCc1ccccc1	-7	24	-4
CC(N)=C(C#N)C(=O)CSc1nncn1C	nt	-1	-4
CCCN(Cc1nccn1C)c1nc(CCN)nc2ccccc12	nt	1	0
COCCN(CC(=O)N(Cc1ccc(F)cc1)Cc1ccc(C)s1)C(=O)c1ccc(F)cc1	-7	nt	-7
c1cc2c(cc1-c1csc(NCC3CCC3)n1)OCCCO2	-6	7	-12
Cc1ccc2c(c1)c(CNC(=O)[C@H](N)CC(C)C)nn2C	nt	22	-7
COc1ccc(C(=O)N(Cc2cccc(OS(=O)(=O)c3cccc(C(F)(F)F)c3)c2)Cc2ccco2)cc1	-5	-6	-14
COc1ccc(CCC(=O)NCCn2ncc3c(NCC(C)C)nc(SC)nc32)cc1	0	nt	2
CCN(CC)Cc1c(O)cc(C)c2c1O/C(=C\c1cc3ccccc3o1)C2=O	-2	70*	-2

Hits appear at their usual frequency. About 0.27% of those tested had a hit in this group.
